Yfh1-depleted yeast – enhancers of respiration in Yfh1-depleted yeast, dose response, Friedreich's ataxia, plus single-dose screen (AID 1465); S. cerevisiae Yfh1-off respiration, WST-1 reduction, 72 h; higher fold induction means a stronger effect; one-dose fold induction at 50 µM; EC50 in µM for titrated hits; actives 0.074% (n = 220,000);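 active = fold induction of absorbance versus untreated yeast above a set limit, then at least 30% activation at any dose in follow-up; inconclusive = repeats straddling the limit, or above it without dose testing; inactive = fold induction below the set limit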;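 also: activators that raise dye reduction in frataxin-depleted yeast; strong numbers were not always called active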
NS5 inhibitors – Dengue-2 NS5 methyltransferase inhibitors, primary screen, biochemical, confirmation dose response (AID 588689) | inhibition, % at 25 µM; hits with a dose series show IC50 in µM | Dengue-2 NS5 methyltransferase capping enzyme assay, biochemical; higher % means a stronger effect | actives 0.3% (n = 340,000) | Genome polyprotein (Dengue virus type 2 (strain 16681-PDK53)); in the data active = a potency from the dose series; inconclusive = inhibition above about 29% without an active follow-up result
HIV fusion peptide – inhibitors of HIV fusion peptide binding, primary screen, biochemical, uHTS, fluorescence dequenching (AID 1986); inhibition, % at 20 µM, or IC50 in µM where a hit was titrated; cell-free peptide binding, fluorescence dequenching, 30 min; higher % means a stronger effect; actives 0.3% (n = 290,000); in the data active = inhibition mostly above about 52%, no sharp cut-off; inactive = mostly below about 76%; also: some results filed as inactive read as strong as hits
NOD2 inhibition – NOD2 signaling inhibitors, cell-based, luminescence, uHTS, HEK293 (AID 1566); HEK293 NOD2/NF-kB luciferase reporter, luminescence; higher % means a stronger effect; one-dose inhibition, % at 4 µM; EC50 in µM for titrated hits; actives 0.63% (n = 290,000); also: many of its hits are not listed in these tables
AID2073 – inhibitors of Mint1-CaV2.2 protein interaction, biochemical, HTRF (AID 2073); Voltage-dependent N-type calcium channel subunit alpha-1B (Homo sapiens); HTRF protein-protein interaction, Mint1-CaV2.2; higher % means a stronger effect; inhibition, % at 20 µM; hits with a dose series show IC50 in µM; actives 0.19% (n = 290,000); in the data active = inhibition mostly above about 51%, no sharp cut-off; inconclusive = no clear call, values can overlap the other calls; inactive = mostly below about 53%; also: some results filed as inactive read as strong as hits
NOD1 NF-kB reporter – NOD1 signaling inhibitors, primary screen, cell-based, luminescence, uHTS (AID 1578) | NOD1-driven NF-kB luciferase reporter cells, luminescence; higher % means a stronger effect | inhibition, % at 4 µM; hits with a dose series show EC50 in µM | actives 1% (n = 290,000); in the data active = inhibition mostly above about 36%, no sharp cut-off; inactive = mostly below about 34%;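 also: HEK-293T reporter cells stimulated with the NOD1 agonist gamma-tri-DAP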
KOR beta-arrestin-1 – KOR agonists, beta-arrestin recruitment, primary screen, cell-based, luminescence, uHTS (AID 1777) | Kappa-type opioid receptor (Homo sapiens) | KOR beta-arrestin recruitment, luminescence; higher % means a stronger effect | activation, % at 10 µM; hits with a dose series show EC50 in µM | actives 0.02% (n = 280,000); in the data active = activation above about 50%, passing the limit was not always enough; also: a part of the inactive calls stands beside numbers as strong as those of hits
KOR beta-arrestin-2 – KOR antagonists, beta-arrestin recruitment, cell-based, luminescence, uHTS (AID 1778) | Kappa-type opioid receptor (Homo sapiens) | KOR beta-arrestin recruitment, luminescence, antagonist mode; higher % means a stronger effect | inhibition, % at 10 µM; hits with a dose series show IC50 in µM | actives 0.091% (n = 290,000); also: strong numbers were not always called active
West Nile antiviral – West Nile virus antiviral activity, cell-based, CPE readout (AID 1621). actives 0.02% (n = 290,000). West Nile virus-infected cells, CPE inhibition; higher % means a stronger effect. CPE inhibition, % at 10 µM, or IC50 in µM where a hit was titrated; in the data active = a potency from the dose series; inconclusive = CPE inhibition mostly from about 3.7% at the one dose, without a potency; inactive = the rest, 99 in 100 with CPE inhibition below about 2.2%; also: strong numbers were not always called active
The depositor's hits bear a star; i = inactive; ? = inconclusive; . = no result given; [ ] = remark or other dose. Rule as the data show it, unless noted: active = inhibition above about 50%; inactive = the rest. The list is partial. The share of hits here may be higher or lower than overall.

Compound	Yfh1-depleted yeast	NS5 inhibitors	HIV fusion peptide	NOD2 inhibition	AID2073	NOD1 NF-kB reporter	KOR beta-arrestin-1	KOR beta-arrestin-2	West Nile antiviral
CCOC1CCc2c(C)nc(N)nc2S1 (configuration not stated)	i	3.3%	0.5%	16.5%	4.1%	-0.5%	0.7%	44.1%	0.0%
Cc1nc2ccccc2n1CCC(=O)Nc1cccc(F)c1	i	.	-0.1%	5.1%	-6.1%	10.7%	-3.5%	-59.9%	0.0%
O=C(N/N=C\c1cc(Br)c(Br)o1)C1COc2ccccc2O1 (configuration not stated)	i	-10.1%	1.2%	-17.9%	5.1%	-16.1%	-0.4%	19.2%	0.0%
CCc1ccc(C(C(=O)NC(C)(C)CC)N(Cc2ccco2)C(=O)Cn2nnc3ccccc32)cc1 (configuration not stated)	i	-5.6%	1.0%	10.9%	4.5%	-9.5%	1.9%	-46.4%	-1.2%
CCOC(=O)c1c(NC(C)=O)sc(C(=O)NC2CCCC2)c1C	.	-9.8%	1.2%	-5.7%	11.9%	-34.5%	0.3%	-25.6%	-0.9%
Cc1ccc(N2CC(C(=O)OCC(=O)Nc3ccccc3F)CC2=O)cc1 (configuration not stated)	i	-10.3%	0.2%	-9.2%	3.3%	-32.1%	0.1%	-8.8%	0.5%
O=C(CN1C(=O)NC2(CCCCC2)C1=O)N1CCN(S(=O)(=O)c2cccc(F)c2)CC1	.	15.1%	-2.5%	4.7%	6.7%	-7.6%	7.7%	-16.5%	-0.4%
N#C/C(=C\c1ccccc1)C(=O)NCCN1CCOCC1	i	-0.8%	-0.6%	10.0%	-3.1%	-25.9%	-5.6%	0.4%	-0.2%
COc1cc2c(cc1NC(=O)C(C)NCc1ccccc1)oc1ccccc12 (configuration not stated)	i	-4.8%	-0.8%	5.4%	7.7%	-16.4%	1.9%	-32.5%	-0.4%
CCc1nnc(NC(=O)CSc2nnc(-c3ccco3)n2CCOC)s1	i	.	0.7%	12.1%	10.9%	-32.3%	.	-18.5%[20 µM]	0.1%
C=CCn1c(SCC(=O)Nc2ccc3c(c2)CCC3)nc2ccccc2c1=O	i	-3.6%	6.3%	10.5%	7.0%	36.7%	0.7%	-5.1%	-0.7%
COc1ccc(OC)c2sc(NC(=O)c3ccc(S(=O)(=O)N4CCOCC4)cc3)nc12	i	-3.5%	0.3%	23.5%	18.4%	-18.4%	7.2%	-16.2%	0.0%

Profiles as entered above:
Listed for CCOC1CCc2c(C)nc(N)nc2S1 (configuration not stated) = Yfh1-depleted yeast = i; NS5 inhibitors = 3.3%; HIV fusion peptide = 0.5%; NOD2 inhibition = 16.5%; AID2073 = 4.1%; NOD1 NF-kB reporter = -0.5%; KOR beta-arrestin-1 = 0.7%; KOR beta-arrestin-2 = 44.1%; West Nile antiviral = 0.0%
Listed for O=C(CN1C(=O)NC2(CCCCC2)C1=O)N1CCN(S(=O)(=O)c2cccc(F)c2)CC1 = Yfh1-depleted yeast = .; NS5 inhibitors = 15.1%; HIV fusion peptide = -2.5%; NOD2 inhibition = 4.7%; AID2073 = 6.7%; NOD1 NF-kB reporter = -7.6%; KOR beta-arrestin-1 = 7.7%; KOR beta-arrestin-2 = -16.5%; West Nile antiviral = -0.4%

The list continues:
Compound	Yfh1-depleted yeast	NS5 inhibitors	HIV fusion peptide	NOD2 inhibition	AID2073	NOD1 NF-kB reporter	KOR beta-arrestin-1	KOR beta-arrestin-2	West Nile antiviral
Cc1nn(-c2ccccc2)c(Cl)c1C(=O)OC(C)C(=O)Nc1ccc2c(c1)OCO2 (configuration not stated)	i	-0.8%	-2.6%	-0.6%	2.0%	-10.9%	2.1%	8.1%	0.7%
CCOc1ccc(NC(=S)N2CCCC2)cc1	.	-7.4%	-1.4%	-18.3%	-5.7%	-26.9%	0.8%	-4.9%	-0.4%
O=C1N/C(=C\c2ccc(O)cc2)C(=O)c2ccccc21	i	-23.3%	-0.8%	-0.8%	?	-33.4%	4.2%	-24.8%	0.3%
Cc1ccc(CNC(=O)CC2(CC3=NS(=O)(=O)c4ccccc4N3)CCCC2)cc1	.	-2.1%	0.4%	16.4%	7.5%	27.7%	1.0%	-33.2%[20 µM]	-1.2%
Cc1nn(-c2ccccc2)c(C)c1/C=C/C(=O)OCC(=O)N(C)C1CCS(=O)(=O)C1 (configuration not stated)	i	0.8%	0.3%	1.9%	-4.6%	-35.8%	-0.2%	-34.7%[20 µM]	0.2%
CC(C)c1nnc(NC(=O)c2cccc(-n3cnnn3)c2)s1	i	-2.7%	-4.9%	0.6%	9.9%	-5.5%	4.2%	25.8%	0.0%
COc1cccc(N2CCN(C(=O)C3CCCN(S(=O)(=O)c4cnc[nH]4)C3)CC2)c1 (configuration not stated)	i	1.5%	-2.0%	-4.2%	-6.7%	10.3%	-2.7%	42.2%	-0.4%
CC(=O)c1ccc(C(=O)N2CCc3c([nH]c4ccccc34)C2c2ccccn2)s1 (configuration not stated)	i	-2.3%	-0.7%	7.6%	-15.0%	12.8%	.	-17.3%[20 µM]	-0.4%
CC(C)(C)CC(=O)NCCc1csc(-c2ccccc2)n1	i	-0.8%	1.2%	-21.5%	-7.3%	-3.7%	-0.2%	29.2%	-0.4%
Cc1ccc(NC(=S)Nc2ccc3[nH]c(=O)[nH]c3c2)cc1C	i	4.0%	-0.5%	11.4%	-37.8%	0.8%	2.6%	-2.4%	0.6%
O=C(Nc1ccc(N2CCCC2)cc1)c1ccccc1[N+](=O)[O-]	.	-8.8%	-3.3%	1.4%	-26.2%	22.0%	-0.8%	42.4%	-0.6%
COc1ccc(Br)c(C(=O)NC(C)(C)CO)c1	i	5.4%	0.2%	-5.8%	12.5%	-9.8%	1.0%	30.4%	0.4%
COc1ccc(N(CC(=O)NC2CCCC2)C(=O)c2ccc(C)s2)c(OC)c1	.	3.3%	0.4%	-9.6%	-3.5%	-5.4%	-3.5%	-11.1%	-1.0%
O=C(COc1ccc2ccccc2c1)NNC(=O)Cc1cccc2ccccc12	i	-1.6%	-0.3%	-4.4%	20.5%	20.6%	0.8%	-24.9%	-0.3%
O=C(O)C1CC=CCC1C(=O)NCc1ccccc1 (configuration not stated)	i	-2.7%	-1.8%	6.4%	0.7%	.	-1.7%	34.1%	-0.3%
CCOC(=O)N1CCN(C(=O)C2CCCCC2)CC1	i	-4.1%	-0.9%	11.1%	-1.4%	-3.7%	-2.5%	-7.6%	-0.3%
O=C(COC(=O)c1ccccn1)NCc1ccccc1	i	-2.8%	1.8%	0.3%	17.0%	-3.2%	-1.5%	25.1%	1.4%
CC(=O)c1cccc(NC(=O)C(=O)Nc2cccc3ccccc23)c1	i	-2.3%	0.9%	-40.4%	10.3%	-58.4%	-5.5%	-24.2%	-0.7%
COc1ccc(-c2nc(-c3cccc(C)c3)nc(N3CCN(C)CC3)c2C#N)cc1	i	-4.1%	-1.5%	1.9%	1.6%	21.9%	0.9%	10.7%	-0.1%
CC(=O)c1sccc1NC(=O)CC(C)(C)CC(=O)O	i	.	-0.7%	26.2%	0.7%	9.6%	-0.8%	13.5%	0.4%
CCn1c(O)c(C=NC2CCCC(C)C2C)sc1=S (configuration not stated)	i	3.8%	-0.8%	-66.0%	31.2%	-13.7%	-6.1%	10.6%	-1.3%
CC(=O)Nc1ccc(Cc2ccncc2)cc1	i	7.0%	-0.9%	0.8%	4.0%	-17.2%	2.1%	-1.5%	-0.1%
Cc1ccc(NC(=O)Cn2c(=O)n(Cc3ccco3)c(=O)c3ccccc32)c(C)c1	i	-0.8%	-0.9%	-5.3%	-2.3%	-24.9%	4.6%	-8.6%	-0.7%
O=C(NCCCn1ccnc1)c1nc(Cn2cc([N+](=O)[O-])cn2)no1	.	-8.0%	1.6%	-0.4%	8.1%	24.8%	7.2%	-10.6%	0.1%
O=C(NCC1CCCO1)C(C(=O)c1ccc(F)cc1)n1ccccc1=O (configuration not stated)	i	4.8%	0.0%	-2.3%	7.4%	-9.6%	-7.7%	-24.2%	0.2%
CCN(CCCCCN(C)C)Cc1cc2ccccc2o1	i	-1.3%	-2.5%	15.3%	-4.7%	15.6%	2.0%	5.8%	-0.5%
C=CCSC1=N/C(=C\c2ccc3c(c2)OCO3)C(=O)S1	i	6.7%	3.0%	6.6%	7.2%	-17.1%	2.8%	1.4%	0.3%
CCCCS(=O)(=O)/C=C/[C@H]1[C@H](S(=O)(=O)CCCC)[C@H]2C=C[C@@H]1C2	i	-3.3%	-0.4%	9.2%	-4.6%	-23.6%	0.2%	-14.4%	0.0%
O=C(NCc1ccccc1Cl)C1CCN(S(=O)(=O)c2ccc(F)cc2)CC1	i	3.0%	-1.0%	-1.2%	7.9%	-14.4%	.	-32.9%[20 µM]	0.1%
O=C(O)CCC(=O)N1CCCC1	i	-9.1%	-0.7%	15.1%	9.1%	-9.7%	-4.0%	3.0%	0.3%
Cc1ccccc1-n1nnc2c(=O)oc3ccccc3c21	i	-3.9%	0.9%	14.4%	-1.0%	.	14.3%	34.0%	0.1%
COc1ccc(/C(N)=N/OC(=O)Cc2ccc(OC)c(OC)c2)cc1	i	2.8%	-0.5%	25.8%	2.2%	31.7%	3.7%	-33.6%	-1.0%
CN=c1sc(C(=O)Nc2cccc(Cl)c2)cc(=O)n1C	i	-22.0%	0.0%	4.7%	2.5%	-35.3%	0.4%	-23.9%	-1.0%
O=C(NCc1ccc(Cl)cc1Cl)c1ccc2nc[nH]c2c1	i	3.2%	0.2%	11.7%	12.1%	-45.5%	1.1%	-36.3%	-0.6%
C=CCn1c(SCC(=C)C)nc2c1c(=O)[nH]c(=O)n2C	i	-2.8%	-1.3%	6.0%	-0.9%	5.5%	-4.2%	46.1%	0.2%
CC(C)CC(=O)N1CCN(C(=O)CCC2CCCC2)CC1	i	-4.1%	0.9%	4.4%	-8.0%	11.3%	-0.6%	-8.5%	0.1%
O=c1c2cccc3c2c(nn1CN1CCOCC1)-c1ccccc1-3	i	1.6%	-0.4%	-8.9%	18.5%	-100.3%	9.4%	-76.8%	0.7%
COc1cc(/C=N/NC(=O)NC2CCCCC2)ccc1O	i	4.0%	0.1%	-7.1%	5.8%	-11.9%	-1.7%	22.8%	0.0%
CC1(C(=O)NC(=S)N(Cc2ccccc2)c2ccccn2)CC1(Cl)Cl (configuration not stated)	i	-6.9%	-1.6%	13.3%	14.8%	-10.4%	-1.5%	18.6%	0.0%
CC(=O)NCCn1c(SCc2cccc([N+](=O)[O-])c2)nc2ccccc2c1=O	i	1.5%	2.0%	-5.0%	-4.9%	-26.2%	7.2%	7.8%	-1.1%
Fc1cnc(Cl)nc1NC1CCCCC1	.	-3.4%	-1.5%	22.3%	-2.6%	4.7%	-4.1%	-8.9%	0.2%

Screens deposited in PubChem by several laboratories.
